# Screening data as filed in PubChem.
# KOR beta-arrestin-1 = KOR agonists, beta-arrestin recruitment, primary screen, cell-based, luminescence, uHTS (AID 1777); KOR beta-arrestin recruitment, luminescence; higher % means a stronger effect; activation, % at 10 µM, or EC50 in µM where a hit was titrated; actives 0.02% (n = 280,000); in the data active = activation above about 50%, passing the limit was not always enough; note: a part of the inactive calls stands beside numbers as strong as those of hits
# GPR35 antagonists = inhibition of zaprinast-stimulated GPR35 beta-arrestin translocation – imaging, U2OS, beta-arrestin-GFP, zaprinast agonist, primary screen (AID 2058). U2OS GPR35 beta-arrestin-GFP translocation imaging, zaprinast antagonism; higher % means a stronger effect. inhibition, % at 10 µM; hits with a dose series show IC50 in µM. actives 0.052% (n = 290,000);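 active = inhibition of at least 50% with at least 30 cells and total cytoplasm GFP at most 10,000,000; inconclusive = under 30 cells or total GFP of 10,000,000 plus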
# Myeloid diff MLP = promotes myeloid progenitor differentiation; ER-HoxA9 myeloid progenitors, lysozyme-GFP differentiation, flow cytometry; calls only at 10 µM; actives 1% (n = 360,000); AID 624256;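 active = normalized GFP-positive differentiation at or above the plate's own cutoff, the solvent-only control mean plus 3 SD; inconclusive = no clear call, values can overlap the other calls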;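 note: cells exposed to compound for four days before flow analysis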
# HEK293 NOD2/NF-kB = NOD2 signaling inhibitors, cell-based, luminescence, uHTS, HEK293 (AID 1566); HEK293 NOD2/NF-kB luciferase reporter, luminescence; higher % means a stronger effect; inhibition, % at 4 µM; hits with a dose series show EC50 in µM; actives 0.63% (n = 290,000); note: many of its hits are not listed in these tables
# NOD1 inhibition = inhibition of NOD1-driven NF-kB reporter – cell-based, luminescence, uHTS, primary screen (AID 1578). NOD1-driven NF-kB luciferase reporter cells, luminescence; higher % means a stronger effect. one-dose inhibition, % at 4 µM; EC50 in µM for titrated hits. actives 1% (n = 290,000); in the data active = inhibition mostly above about 36%, no sharp cut-off; inactive = mostly below about 34%;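 note: HEK-293T reporter cells stimulated with the NOD1 agonist gamma-tri-DAP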
# GPR55 activation = GPR55 agonists via beta-arrestin recruitment, primary screen, imaging, U2OS cells, beta-arrestin-GFP redistribution (AID 1961); actives 0.048% (n = 290,000); U2OS GPR55 beta-arrestin-GFP redistribution imaging; higher % means a stronger effect; activation, % at 10 µM; hits with a dose series show EC50 in µM;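 active = activation above 40% with more than 50 cells counted in the well; inconclusive = wells holding fewer than 50 cells, flagged as toxic or sparse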;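 note: U2OS osteosarcoma cells stably expressing GPR55 and beta-arrestin-GFP; plate controls were DMSO negative control for no effect and LPI positive control for full effect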
# KOR beta-arrestin-2 = kappa opioid receptor blockers – cell-based, luminescence, uHTS (AID 1778); actives 0.091% (n = 290,000); KOR beta-arrestin recruitment, luminescence, antagonist mode; higher % means a stronger effect; inhibition, % at 10 µM, or IC50 in µM where a hit was titrated; note: strong numbers were not always called active
# GPR55 antagonists = GPR55 antagonists blocking LPI-driven arrestin recruitment, primary screen, imaging, U2OS, beta-arrestin-GFP, LPI agonist (AID 2013); U2OS GPR55 beta-arrestin-GFP translocation imaging, LPI antagonism; higher % means a stronger effect; inhibition, % at 10 µM, or IC50 in µM where a hit was titrated; actives 0.13% (n = 290,000);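 active = spots per cell inhibited over 60%, with over 100 cells counted and total cytoplasm intensity under 500,000; inconclusive = wells with under 100 cells, flagged as likely toxic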;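 note: U2OS cells stably carrying GPR55 and arrestin-GFP stimulated by 5 µM LPI near EC80; imaged beta-arrestin-GFP aggregate spots per cell after agonist stimulation; plate controls were LPI-stimulated DMSO wells for no effect and DMSO wells without LPI for full effect; some results filed as inactive read as strong as hits; confirmed hits need IC50 under 10 µM and bright autofluorescent wells are also inconclusive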
# HIV fusion peptide = inhibitors of HIV fusion peptide binding, primary screen, biochemical, uHTS, fluorescence dequenching (AID 1986) | one-dose inhibition, % at 20 µM; IC50 in µM for titrated hits | cell-free peptide binding, fluorescence dequenching, 30 min; higher % means a stronger effect | actives 0.3% (n = 290,000); in the data active = inhibition mostly above about 52%, no sharp cut-off; inactive = mostly below about 76%; note: some results filed as inactive read as strong as hits
# Myeloid diff MLP GFP+ MAC1+ % = recorded beside Myeloid diff MLP, whose call it bears; GFP+ MAC1+ double positive, %; measured here: differentiation confirmed by MAC1 staining
# * marks the source's active call; other numbers are inactive results; i = inactive; ? = inconclusive; · = no result given; [ ] = remark or other dose. Cut-off read from the data, not from the text of the source, unless noted: active = inhibition above about 50%; inactive = the rest. Only part of the results is shown (hit frequency here may not be typical).
# The first 8 records, ahead of the listing:
SMILES,KOR beta-arrestin-1,GPR35 antagonists,Myeloid diff MLP,Myeloid diff MLP GFP+ MAC1+ %,HEK293 NOD2/NF-kB,NOD1 inhibition,GPR55 activation,KOR beta-arrestin-2,GPR55 antagonists,HIV fusion peptide
O=[N+]([O-])c1ccc(S(=O)(=O)N2CCN(Cc3ccco3)CC2)cc1,-1.4%,4.1%,i,1.0,6.0%,-12.1%,-0.3%,-21.8%,3.7%,1.0%
COc1ccc(C(=O)NCCN2C(=O)S/C(=C\c3cccnc3)C2=O)cc1[N+](=O)[O-],-1.2%,-7.8%,i,0.3,-5.4%,1.6%,-0.1%,7.1%,3.8%,-0.6%
CCOC(=O)CNC(=O)N1CCC(CCC(=O)N(C)Cc2ccccc2)CC1,-5.1%,2.0%,i,0.7,7.3%,-9.6%,-0.1%,29.2%,-3.5%,0.1%
C=CCSc1nc2c(c(=O)n(C)c(=O)n2C)n1CC,-4.5%,5.6%,i,6.9,15.5%,4.3%,0.3%,13.1%,1.9%,-2.3%
COCCNC(=S)N(CCc1c(C)[nH]c2ccc(Cl)cc12)Cc1cccnc1,-4.5%,-1.5%,i,0.3,-7.2%,13.2%,0.0%,-13.0%,6.7%,-2.0%
Cn1cc(C(=O)N/N=C/c2c(O)ccc3ccccc23)ccc1=O,-1.2%,-15.7%,·,·,35.5%,-3.8%,1.5%,11.6%,5.8%,-4.4%
COc1ccc(CC(=O)NCC(=O)N/N=C/c2c[nH]c3ccccc23)cc1,-2.5%,8.0%,i,1.7,6.6%,-24.2%,-0.2%,2.0%,35.2%,-0.7%
CCOC(=O)c1cc2c(=O)c3ccccc3oc2nc1C,-2.9%,9.0%,i,0.5,-49.5%,-8.2%,-0.1%,-6.2%,1.3%,-1.2%

# The listing (from the top)
SMILES,KOR beta-arrestin-1,GPR35 antagonists,Myeloid diff MLP,Myeloid diff MLP GFP+ MAC1+ %,HEK293 NOD2/NF-kB,NOD1 inhibition,GPR55 activation,KOR beta-arrestin-2,GPR55 antagonists,HIV fusion peptide
O=[N+]([O-])c1ccc(S(=O)(=O)N2CCN(Cc3ccco3)CC2)cc1,-1.4%,4.1%,i,1.0,6.0%,-12.1%,-0.3%,-21.8%,3.7%,1.0%
COc1ccc(C(=O)NCCN2C(=O)S/C(=C\c3cccnc3)C2=O)cc1[N+](=O)[O-],-1.2%,-7.8%,i,0.3,-5.4%,1.6%,-0.1%,7.1%,3.8%,-0.6%
CCOC(=O)CNC(=O)N1CCC(CCC(=O)N(C)Cc2ccccc2)CC1,-5.1%,2.0%,i,0.7,7.3%,-9.6%,-0.1%,29.2%,-3.5%,0.1%
C=CCSc1nc2c(c(=O)n(C)c(=O)n2C)n1CC,-4.5%,5.6%,i,6.9,15.5%,4.3%,0.3%,13.1%,1.9%,-2.3%
COCCNC(=S)N(CCc1c(C)[nH]c2ccc(Cl)cc12)Cc1cccnc1,-4.5%,-1.5%,i,0.3,-7.2%,13.2%,0.0%,-13.0%,6.7%,-2.0%
Cn1cc(C(=O)N/N=C/c2c(O)ccc3ccccc23)ccc1=O,-1.2%,-15.7%,·,·,35.5%,-3.8%,1.5%,11.6%,5.8%,-4.4%
COc1ccc(CC(=O)NCC(=O)N/N=C/c2c[nH]c3ccccc23)cc1,-2.5%,8.0%,i,1.7,6.6%,-24.2%,-0.2%,2.0%,35.2%,-0.7%
CCOC(=O)c1cc2c(=O)c3ccccc3oc2nc1C,-2.9%,9.0%,i,0.5,-49.5%,-8.2%,-0.1%,-6.2%,1.3%,-1.2%
COc1ccc(/C=N/Nc2ncnc3sc(C)c(C)c23)cc1,4.5%,0.8%,i,0.5,-58.3%,23.8%,0.1%,-0.5%,2.6%,0.1%
Cc1ccc(C2(c3noc(CN4C[C@@H](C)O[C@@H](C)C4)n3)CCCC2)cc1,-4.4%,-2.0%,i,0.3,12.0%,-32.6%,0.0%,-9.4%,5.0%,0.6%
CCc1ccccc1NC(=O)C1CCCN(c2ncccn2)C1 (centres undefined),-0.6%,1.2%,i,0.5,7.9%,7.0%,-0.1%,-5.4%,56.7%,2.6%
Oc1sc(C=Nc2ccccc2)c2ccccc12,1.4%,4.3%,i,0.4,-86.6%,-30.1%,-0.3%,-8.5%,6.3%,24.4%
Cc1ccc(S(=O)(=O)N2C(=O)CCC2C(N)=O)cc1 (centres undefined),-3.9%,-4.8%,i,0.2,8.5%,30.5%,-0.2%,5.4%,-1.6%,-0.1%
Nc1nc(-c2cccnc2)nc(N2CCCCC2)n1,17.8%,5.3%,i,0.2,3.9%,12.5%,-0.2%,24.1%,-3.7%,-1.4%
O=C(c1ccco1)c1cn(CC(=O)N2CCCc3ccccc32)c2ccccc12,-0.7%,16.2%,i,1.3,-1.5%,9.9%,-0.2%,-28.1%,-3.3%,-2.1%
O=C(COc1ccccc1)N(CCc1ccccc1)c1nc(-c2ccc(F)cc2)cs1,-0.6%,5.1%,i,0.7,9.2%,0.7%,0.7%,-3.4%,25.3%,-1.5%
CCC(C)[C@H](NC(=O)[C@@H]1Cc2ccccc2CN1)C(=O)Nc1ccc2c(c1)OCO2 (some centres undefined),6.5%,-23.6%,?,·,-53.9%,-18.6%,0.3%,-16.6%,-21.9%,-2.3%
Cc1c(C)n(C(=O)CN2CCN(c3ccccn3)CC2)c2ccccc12,-3.3%,-3.5%,i,1.0,1.7%,-35.8%,0.2%,10.7%,1.3%,-2.2%
Cc1ccn2cc(CNS(=O)(=O)c3cccs3)nc2c1,5.9%,-10.9%,i,0.4,-24.3%,-17.2%,-0.1%,-36.4%,1.1%,1.6%
O=C(CC1SC(=Nc2ccc(O)cc2)NC1=O)Nc1ccccc1 (centres undefined),4.1%,4.6%,i,0.6,18.9%,-6.7%,0.3%,-3.1%,13.3%,-1.2%
CC1CC(C)CN(CCOCCSc2ccccc2)C1 (centres undefined),-1.4%,9.7%,i,0.7,-17.5%,1.3%,-0.3%,21.5%,13.6%,0.6%
COc1ccccc1CNC(=O)N1CCN(S(=O)(=O)c2ccc(C)cc2)CC1,1.2%,11.0%,i,1.6,8.9%,32.0%,0.3%,-20.2%,-4.5%,0.6%
CC(C)c1ccc(NC2CCCN(C(=O)CCN3CCOCC3)C2)cc1 (centres undefined),0.7%,4.7%,i,0.5,8.5%,-10.5%,-0.3%,-8.7%,3.2%,-2.8%
Cc1noc(C)c1CCC(=O)NC1CCCN(Cc2ccc(Cl)cc2)C1 (centres undefined),1.3%,3.4%,i,0.6,-2.2%,-21.4%,0.0%,4.3%,11.9%,2.2%
O=C(OC1CCN(c2ncc(C(F)(F)F)cc2Cl)CC1)c1ccccc1,3.0%,11.2%,i,1.0,12.7%,0.4%,0.3%,-25.8%,29.6%,0.0%
O=C(O)CCC(=O)NCc1c(Cl)cccc1Sc1ccc(Cl)cc1,-2.8%,-6.9%,i,0.3,5.0%,-9.0%,0.0%,-17.2%,-2.1%,-0.1%
CC(=C1C(=O)c2ccccc2C1=O)N1CCN(c2ccccn2)CC1,3.9%,-2.4%,i,0.3,3.7%,-19.7%,-0.1%,7.5%,-5.1%,7.6%
O=[N+]([O-])c1ccccc1S(=O)(=O)NC1CCCC1,-8.7%,7.1%,i,0.2,-25.3%,-19.6%,0.8%,-6.5%,1.3%,0.6%
CCOC(=O)c1sc2nc(C)[nH]c(=O)c2c1C,-0.8%,4.5%,i,0.6,-0.1%,0.6%,0.4%,5.5%,7.0%,-1.1%
O=C(OCCN1C(=O)c2ccccc2C1=O)c1ccco1,-5.0%,-6.8%,i,0.8,14.7%,-13.5%,0.1%,-0.1%,1.9%,1.7%
O=C(Cc1ccccc1)NNC(=O)c1cnccn1,-0.5%,-7.4%,i,0.6,17.3%,-6.4%,-0.4%,16.7%,-0.1%,-0.9%
COc1nc(C)nc2c1sc(=S)n2C,0.4%,-0.1%,i,0.4,6.8%,-8.4%,0.2%,4.3%,8.1%,-2.4%
COc1cc(CNn2nnnc2N)cc(Br)c1OCc1c(Cl)cccc1Cl,-3.4%,9.3%,i,2.0,25.2%,33.8%,-0.1%,-23.4%,8.9%,0.4%
Cc1ccc2nc(Cl)c(/C=N/NC(=O)[C@H]3C[C@@H]3c3ccccc3)cc2c1,0.0%,-9.8%,i,0.4,-2.6%,-13.5%,0.0%,·,12.4%,1.9%
COC(=O)c1ccccc1NC(=O)C1CC(c2ccccc2O)=NO1 (centres undefined),0.9%,11.8%,i,0.2,16.5%,-2.2%,-0.1%,-5.1%,7.0%,-0.2%
Cc1cc(NNC(=O)Nc2cccc(Cl)c2)nc2c1c(C)nn2C,1.6%,6.5%,·,·,41.2%,31.7%,-0.1%,-8.0%,7.6%,-0.8%
Cc1ccc(-c2nnc(N3CCCCC3)c3ccccc23)cc1S(=O)(=O)N(C)C,4.8%,0.2%,i,2.1,28.4%,43.6%,0.6%,18.4%,3.8%,-1.7%
c1coc(CNc2nc(-c3ccncc3)cs2)c1,1.7%,-8.0%,i,0.7,9.2%,-35.7%,-0.2%,-31.0%,-8.9%,0.6%
CCOC(=O)c1cn(CC(=O)Nc2ccc(C)cc2)nn1,-0.7%,1.9%,i,0.7,17.9%,0.5%,-0.1%,7.4%,-6.6%,49.9%
O=C1NC[C@@H](Cc2ccc(O)cc2)N(CCc2cccc(F)c2)C1=O,5.5%,6.0%,i,2.0,-9.1%,11.9%,-0.1%,-19.1%,1.6%,-2.3%
Cc1cc2cc(CN(Cc3nnnn3C3CCCCC3)CC3CCCO3)c(=O)[nH]c2cc1C (centres undefined),-1.3%,-8.6%,i,7.9,9.7%,-14.5%,0.2%,26.2%,1.8%,-0.2%
Cc1cccc2cc(CN(CC3CCCO3)C(=S)Nc3ccccc3)c(=O)[nH]c12 (centres undefined),6.5%,-1.3%,i,1.5,24.3%,-12.7%,0.2%,13.2%,12.1%,-0.9%
COC(c1ccccc1)c1c(-c2ccccc2)nn(C)c1Cl (centres undefined),-1.3%,2.7%,i,0.8,12.6%,16.4%,-0.1%,-77.5%,23.2%,-1.7%
CCCc1cc(=O)oc2c(C)c(OCC(=O)N3CCC(C(N)=O)CC3)ccc12,-6.5%,6.2%,i,1.9,-5.8%,-16.1%,-0.1%,-23.4%[20 µM],7.4%,4.1%
